# S1P3 antagonist: S1P3 receptor antagonists, primary screen, cell-based; CHO S1P3 NFAT-BLA reporter, FRET fluorescence, antagonist mode; Sphingosine 1-phosphate receptor 3 (Homo sapiens), Q99500; inhibition, % at 4.98 µM; AID 485, 2006; hit rate 0.27% among 170,000;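 active = inhibition above the plate cutoff, the mean inhibition of test wells on that plate plus 3 SD, cut at about 28% in these data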;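 note: cells challenged with S1P at its EC80 of 0.8 µM; blue over green emission ratio from cleaved BLA substrate after 4 h stimulation; 0% = S1P-stimulated wells and 100% = unstimulated DMSO-only wells; some compounds past the cut are filed as inactive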
# PPARg SRC-3 ag: PPARgamma agonists recruiting SRC-3 coactivator, primary screen, biochemical. hit rate 0.26% among 200,000. biochemical PPARgamma/SRC-3 coactivator recruitment assay. activation, % at 8 µM. Peroxisome proliferator-activated receptor gamma (Homo sapiens), P37231; in the data active = activation above about 23%;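 note: 0% = DMSO and 100% = reference agonist; some compounds past the cut are filed as inactive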
# Target sequence (P37231 whole entry, looked up): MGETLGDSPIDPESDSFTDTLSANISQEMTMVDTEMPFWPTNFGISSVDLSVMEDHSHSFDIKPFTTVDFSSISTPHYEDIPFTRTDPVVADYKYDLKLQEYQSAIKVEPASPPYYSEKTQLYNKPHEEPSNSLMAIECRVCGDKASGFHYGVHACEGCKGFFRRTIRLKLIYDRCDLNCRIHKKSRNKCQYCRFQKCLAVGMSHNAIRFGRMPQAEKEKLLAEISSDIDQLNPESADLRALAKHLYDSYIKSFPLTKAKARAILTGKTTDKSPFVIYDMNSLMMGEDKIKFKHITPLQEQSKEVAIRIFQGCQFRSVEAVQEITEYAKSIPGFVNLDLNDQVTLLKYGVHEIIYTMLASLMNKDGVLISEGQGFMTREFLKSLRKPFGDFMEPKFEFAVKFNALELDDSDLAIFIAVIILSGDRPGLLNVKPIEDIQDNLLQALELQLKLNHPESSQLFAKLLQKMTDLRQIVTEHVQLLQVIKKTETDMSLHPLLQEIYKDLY
# TLR4-MyD88 BLA: inhibitors of TLR4-MyD88 association in cells, primary screen, cell-based, HeLa CL3-4, BLA complementation, FRET ratio. Toll-like receptor 4 (Homo sapiens) + Myeloid differentiation primary response protein …. HeLa CL3-4 TLR4/MyD88 BLA complementation. inhibition, % at 8.4 µM. hit rate 0.18% among 200,000. AID 861, 2007; in the data active = inhibition above about 25%;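 note: 0% = vehicle and 100% = reference inhibitor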
# bIAP act: bovine intestinal alkaline phosphatase activators, primary screen, biochemical, bovine IAP, CDP-star luminescence | alkaline phosphatase, intestinal [Bos taurus] | purified bovine IAP, 30 min; hits give high values; fold of DMSO-control signal, blank-subtracted | activation factor at 20 µM | hit rate 0.17% among 200,000;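 active = activation factor of 2 or more at 20 µM, a signal rise over negative controls twice the positive control's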
# L major viab: Leishmania major promastigote growth inhibition, primary screen; Leishmania major promastigotes, resazurin fluorescence viability; hit rate 9% among 200,000; inhibition, % at 10 µM; in the data active = inhibition above about 50%;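 note: promastigotes grown with compound for 44 hours at 28 °C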
# ROMK primary: ROMK potassium channel modulators, primary screen, cell-based, thallium flux, MLSMR library | B-score at 10 µM | Tet-inducible ROMK, thallium flux fluorescence; actives lie on both sides | ATP-sensitive inward rectifier potassium channel 1 (Homo sapiens), P48048 | hit rate 2% among 130,000;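 active = signal ratio slope over the read window, or its plate-corrected B-score, at least 3 SD from the plate mean, either direction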;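 note: B-score of the F/F0 ratio slope over 7 to 12 s after thallium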
# Target sequence (P48048 whole entry, looked up): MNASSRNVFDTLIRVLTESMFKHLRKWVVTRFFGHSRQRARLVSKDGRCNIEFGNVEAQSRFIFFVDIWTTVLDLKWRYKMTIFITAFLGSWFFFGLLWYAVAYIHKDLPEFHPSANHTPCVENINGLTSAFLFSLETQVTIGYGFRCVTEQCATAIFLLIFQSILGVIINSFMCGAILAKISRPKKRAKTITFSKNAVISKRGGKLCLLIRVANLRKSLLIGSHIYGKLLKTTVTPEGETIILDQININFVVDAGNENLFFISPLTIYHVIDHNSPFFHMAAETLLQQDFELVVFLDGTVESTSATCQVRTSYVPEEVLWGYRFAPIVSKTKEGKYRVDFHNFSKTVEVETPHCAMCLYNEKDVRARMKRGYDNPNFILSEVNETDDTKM
# PPARg SRC-1 ag: PPARgamma agonists recruiting SRC-1 coactivator, primary screen, biochemical. Peroxisome proliferator-activated receptor gamma (Homo sapiens), P37231. activation, % at 8 µM. PPARgamma-SRC-1 coactivator recruitment biochemical assay. hit rate 0.41% among 200,000; in the data active = activation above about 19%;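 note: 0% = DMSO and 100% = reference agonist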
# DTT redox prof: compounds producing H2O2 with reducing agent – biochemical, NIH compound library profiling, artefact control for MLSCN library redox annotation, primary screen; activation, % at 10 µM; DTT-dependent redox cycling H2O2, phenol red/HRP absorbance; 100% = 100 µM peroxide control, 0% = buffer; hit rate 0.03% among 200,000;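 active = activation of at least 50% relative to the plate's high and low controls in the primary single-dose screen; inactive = activation below 50%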;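 note: compound incubated with DTT at 0.8 mM final as the reducing agent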
# bIAP inhibitor: bovine intestinal alkaline phosphatase inhibitors, primary screen, selectivity assay for TNAP inhibitor project, biochemical, bovine IAP, CDP-star luminescence | alkaline phosphatase, intestinal [Bos taurus] | purified bovine IAP, 30 min | inhibition, % at 20 µM | 190,000 tested, under 10 active | AID 1019, 2008;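 active = over 50% inhibition of intestinal alkaline phosphatase at 20 µM in the single-dose screen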
#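 Assay system: bovine IAP enzyme; medium: DEA buffer 100 mM, pH 9.8, with MgCl2 1.0 mM, ZnCl2 0.02 mM; doses: 20 µM single dose; incubation: enzyme reaction for 30 min at room temperature; detection: CDP-star luminescence signal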
# TR-FRET SRC-2 ct: TR-FRET signal artefacts, primary screen, artefact control for PPARgamma SRC-2 agonist project, biochemical; AID 1049, 2008; TR-FRET artefact counter-screen; hits give high values; hit rate 0.4% among 200,000; TR-FRET ratio at 8 µM; in the data active = TR-FRET ratio above about 2000; note: inactives centre near 1500
# PPARg SRC-2 ag: agonists of PPARg-SRC-2 recruitment, primary screen, biochemical, HTS. hit rate 0.34% among 200,000. PPARgamma LBD-SRC-2 recruitment. activation, % at 8 µM. AID 1032, 2008; in the data active = activation above about 22%;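 note: 0% = vehicle and 100% = reference agonist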
# Active calls of the source: *; x = no result given.
SMILES,S1P3 antagonist,PPARg SRC-3 ag,TLR4-MyD88 BLA,bIAP act,L major viab,ROMK primary,PPARg SRC-1 ag,DTT redox prof,bIAP inhibitor,TR-FRET SRC-2 ct,PPARg SRC-2 ag
COc1ccccc1NC(=O)COC(=O)c1ccccc1C(=O)N1CCN(c2ccccc2)CC1,-5.8,-0.4,-11.1,1,6.2,-0.0304,5.3,-0.9,-1.9,1484,0.4
Fc1ccc(N2N=C(c3cccs3)CC2c2ccccc2)cc1 (stereo not drawn),7.2,6.3,11.0,1.3,7.5,-0.00551,4.3,-0.1,-33.8,1645,5.0
Cc1cccc(C)c1N1CCN(C(=O)Cn2cncn2)CC1,2.7,1.1,-3.0,1.1,-5.7,0.691,8.5,-2.0,-11.2,1556,0.2
O=C(COC(=O)c1cccnc1Cl)NCc1ccco1,-16.8,4.9,4.4,1.1,-7.6,0.994,-3.7,0.1,-13.0,1593,-0.5
Nc1ccc(-c2nc3ccc(C(=O)O)cc3s2)cc1,-26.1,-0.9,-14.0,1,-0.3,x,0.6,0.8,4.5,1456,-6.1
COC(=O)c1ccc(N=Cc2c(C(F)(F)F)[nH]n(C)c2=O)cc1,-10.9,1.6,-12.6,1,-2.5,0.0387,1.9,-2.3,-2.4,1507,5.1
COc1ccc(CC(=O)N2CCN(c3ccc(C4=NNC(=O)CC4C)cc3)CC2)cc1 (stereo not drawn),x,4.2,-5.2,1.1,17.2,0.261,3.8,-4.1,-7.7,1521,-1.5
O=C(Cc1n[nH]c(=O)c2ccccc12)Nc1ccc(-c2nnc3n2CCCCC3)cc1,x,-1.7,-7.0,1,3.0,0.163,0.1,0.0,3.1,1527,6.5
O=S(=O)(Nc1ccccc1O)c1cccc2cccnc12,-7.6,-3.0,-1.4,1.4,-3.2,0.104,1.2,0.4,-38.8,1620,-4.3
c1ccc2c(c1)[nH]c1c(N3CCC4(CC3)OCCO4)ncnc12,x,0.2,-8.7,0.9,25.1,-2.14,4.2,0.1,5.0,1597,0.2
Cc1c(Br)c([N+](=O)[O-])nn1C(C)C(=O)N1CCCc2ccccc21 (stereo not drawn),x,-5.1,-0.7,0.9,15.1,x,-1.1,-3.6,14.3,1443,-5.4
CCOC(=O)N1CCN(C(=O)CSCc2nc(-c3ccccc3F)oc2C)CC1,-21.8,-10.0,-0.3,1.1,-0.5,-0.0268,5.7,-4.8,-5.9,1490,1.0
COc1cc(/C=N/NC(=Nc2ccc(C)cc2)c2nc3ccccc3s2)ccc1O,x,11.9,0.4,0.8,6.5,x,8.3,0.2,24.3,1496,1.8
Cc1cc(NC(=O)C2C3C(=O)N(CCC(C)C)C(C(=O)NCc4ccccc4)C34C=CC2(C)O4)no1 (stereo not drawn),-30.4,-1.4,-4.3,1,-3.2,-0.064,6.7,-0.5,2.6,1567,-1.6
C=CCSc1ncc(-c2ccccc2)cn1,-8.3,-4.0,-8.6,1.1,-1.2,-0.0297,1.2,-0.3,-6.2,1485,-9.6
Cc1cc(C(=O)N/N=C2\CC(=O)CC(C)(C)C2)c2ccccc2n1,-10.3,4.3,5.7,1.1,-3.1,0.825,5.2,-0.7,-6.8,1708,11.1
Cc1ccccc1N(C(=O)Cc1c[nH]c2ccccc12)C(C(=O)NC1CCCCC1)c1ccco1 (stereo not drawn),15.6,1.2,-5.2,1,30.7,0.00594,-2.3,0.5,-1.3,1465,-4.3
CSc1ccccc1NC(=O)CN(C)CC(=O)Nc1ccccc1C(F)(F)F,-11.6,-1.7,-3.1,1.3,9.0,-1.14,-11.8,0.2,-25.2,1485,7.6
Cc1c(Nc2cc(N3CCCC(C)C3)c3nonc3c2[N+](=O)[O-])c(=O)n(-c2ccccc2)n1C (stereo not drawn),x,6.8,5.6,0.9,14.3,x,1.5,-4.9,8.3,1547,5.5
CC(C)CN(C(=O)CN1CCCCCC1)c1c(N)n(CC(C)C)c(=O)[nH]c1=O,8.3,-0.8,-10.7,1.1,-0.8,x,-0.5,2.7,-5.3,1409,1.0
Cc1ccccc1N(CC(=O)O)S(C)(=O)=O,x,9.0,-1.8,1,-1.3,x,0.2,-0.1,3.4,1634,1.7
COc1ccc(S(=O)(=O)NC(CC(=O)O)c2ccco2)cc1 (stereo not drawn),13.0,-2.4,-4.3,0.9,-4.9,0.0547,-2.2,0.8,7.2,1433,-4.6
COc1cc(OC)c(OC)cc1CN1CCN(c2ccccc2OC)CC1,-11.1,-6.7,-8.2,1,-3.8,x,-3.7,4.1,1.5,1443,6.5
C=CCSc1nnc(-c2nnc(SCC=C)n2-c2ccccc2)n1-c1ccccc1,x,-9.4,8.9,0.9,26.5,x,5.0,0.5,6.2,1501,2.0
COc1cc(CN2CCNC(=O)C2CC(=O)N2CCCO2)cc(OC)c1 (stereo not drawn),-7.6,0.5,7.7,1.1,-0.2,x,1.6,-1.6,-7.5,1561,-1.9

# Looked up by compound from the entries so far:
SMILES,S1P3 antagonist,PPARg SRC-3 ag,TLR4-MyD88 BLA,bIAP act,L major viab,ROMK primary,PPARg SRC-1 ag,DTT redox prof,bIAP inhibitor,TR-FRET SRC-2 ct,PPARg SRC-2 ag
COC(=O)c1ccc(N=Cc2c(C(F)(F)F)[nH]n(C)c2=O)cc1,-10.9,1.6,-12.6,1,-2.5,0.0387,1.9,-2.3,-2.4,1507,5.1
COc1ccc(S(=O)(=O)NC(CC(=O)O)c2ccco2)cc1 (stereo not drawn),13.0,-2.4,-4.3,0.9,-4.9,0.0547,-2.2,0.8,7.2,1433,-4.6
COc1cc(CN2CCNC(=O)C2CC(=O)N2CCCO2)cc(OC)c1 (stereo not drawn),-7.6,0.5,7.7,1.1,-0.2,x,1.6,-1.6,-7.5,1561,-1.9

# (next part)
SMILES,S1P3 antagonist,PPARg SRC-3 ag,TLR4-MyD88 BLA,bIAP act,L major viab,ROMK primary,PPARg SRC-1 ag,DTT redox prof,bIAP inhibitor,TR-FRET SRC-2 ct,PPARg SRC-2 ag
CCO[C@H]1OC(C(=O)N2CCOCC2)=C[C@@H](c2coc3ccccc3c2=O)[C@@H]1CCCO,-10.7,1.3,-11.5,1,-10.3,x,6.3,1.4,1.1,1578,4.6
CCCCOCCCNC(=O)CCCOc1ccccc1,x,11.6,2.3,0.9,2.4,x,5.7,-1.9,10.8,1626,4.9
O=C(Cc1c(Cl)cccc1Cl)Nc1cccnc1,12.6,1.9,-1.3,1.1,-2.9,-1.76,6.3,-1.4,-9.1,1553,-1.4
CCN(CC(=O)NCc1cccs1)C(=O)c1ccc(S(=O)(=O)N(C)C)cc1,-4.0,2.9,-10.6,0.9,-5.4,-0.854,5.3,4.6,11.8,1717,6.8
COC(=O)c1cc(C#N)c(Oc2cccc(C)c2C)nc1C,x,14.1,-4.5,1,1.2,x,3.5,1.4,1.2,1737,15.8
NS(=O)(=O)c1ccc(CCNC(=O)CSc2ccsc2[N+](=O)[O-])cc1,-6.6,2.0,-4.2,1,-7.9,0.631,-3.0,0.0,0.0,1528,-1.0
Cc1ccc(C(=O)c2cnc3ccccc3c2-c2ccccc2)cc1,x,-1.7,-2.8,0.9,57.1*,0.0235,-3.1,-3.8,13.8,1268,0.1
Cc1cccc2cc(CN(CC3CCCO3)C(=S)Nc3ccccc3)c(=O)[nH]c12 (stereo not drawn),1.7,-3.9,-3.5,0.9,71.1*,x,-1.4,-0.3,6.0,1502,-6.5
C=CCSc1ncccc1C(=O)NCc1ccccc1,-41.7,0.2,3.0,0.9,-4.6,-0.598,8.0,1.2,12.9,1816,10.3
OCC1CCN(Cc2nc(Cc3ccccc3Cl)no2)CC1,-3.9,-6.1,1.0,1,-5.2,-0.369,-2.9,-0.6,-2.4,1433,-0.1
CC(C)(O)c1cc(=O)sc2nc3ccccc3n12,x,-4.7,1.5,0.9,-4.4,x,-2.6,0.9,11.4,1575,5.7
O=C(Nc1cccc2ccccc12)N1CCN(Cc2ccccc2)CC1,-9.7,0.2,6.4,1,2.5,x,2.7,-0.9,-2.1,1529,16.7
CCn1nc(CC(=O)Nc2nnc(CC(=O)N3CCCCC3)s2)c2ccccc2c1=O,x,-12.2,-4.3,1,-1.7,-0.0994,-2.8,0.6,-3.3,1464,-1.5
CC1CCC(C(C)C)C(OCC(O)CNC(C)(C)C)C1 (stereo not drawn),-1.8,-0.6,-4.3,1,23.9,-1.79,12.0,-0.6,0.7,1475,3.0
CC(C)NS(=O)(=O)c1ccc(CCC(=O)N2CCc3ccccc3C2)cc1,3.3,-0.1,5.9,1,-3.6,-0.0933,0.1,-0.2,0.1,1382,-8.9
Cc1nc(C)c(C(=O)NNS(=O)(=O)c2ccccc2)s1,-1.3,-3.0,-6.1,1,-4.9,-0.00111,-1.1,0.0,3.1,1570,6.3
COc1cc(OC)cc(-c2nc(-c3cccs3)no2)c1,-16.8,-2.5,-8.6,1.1,-5.0,0.87,10.6,8.4,-7.2,1650,8.1
CCC1/C(=N\O)CC(c2ccco2)NC1c1ccco1 (stereo not drawn),x,6.9,-3.2,0.9,-1.3,x,6.2,1.4,6.0,1686,0.9
COc1ccc2c(CC(=O)OCC(=O)Nc3ccc4c(c3)OCO4)coc2c1,-11.7,1.2,-7.2,0.8,1.2,x,7.4,-3.2,20.1,1617,11.5
Cc1ccc(-n2c(SCC(=O)NCC3CCCO3)nc3n[nH]c(C)c3c2=N)cc1Cl (stereo not drawn),-25.3,3.5,17.0,1.7,0.3,x,2.9,-1.9,-69.2,1543,3.1
O=[N+]([O-])c1cccc(C(=S)N2CCN(c3ccccc3)CC2)c1,-11.5,5.6,-3.6,1.1,-8.5,0.315,1.9,-0.3,-9.9,1584,-10.3
O=C(Nc1ccc(F)cc1)N1CCCC(c2nc3c(nnn3Cc3ccccc3Cl)c(=O)[nH]2)C1 (stereo not drawn),-20.3,-1.6,-5.7,1,-7.4,-0.117,-4.2,-0.7,4.5,1636,3.1
O=C(CSc1nccc(=O)[nH]1)c1ccco1,1.0,5.2,-12.1,1.1,16.8,0.77,8.8,-0.9,-9.8,1838,5.6
C(=Nc1cccc2c(N=Cc3ccco3)cccc12)c1ccco1,-8.9,19.7,6.1,1.1,16.5,-0.637,25.5*,-2.3,-10.9,1870,22.5*
Cc1cc2cc3c(cc2nc1SCC(=O)Nc1nc(C)c(C)s1)OCO3,x,9.2,-4.8,1,83.2*,x,9.0,1.2,4.2,1654,10.4
Cc1ccc(NC(=O)Cn2nnc3ccccc32)cc1,8.5,-0.4,-5.7,1,3.6,-0.41,-6.8,-0.2,2.1,1449,3.3
COC(=O)c1c(NC(=O)CSc2nnc(-c3ccco3)n2Cc2ccccc2)sc(C)c1C,x,2.2,9.1,1,64.8*,-3.06*,4.7,0.2,1.7,1445,-0.5

# Compound activity (PubChem)

# This is a random part of the collection; about 11% have a hit in one of these screens.
